USP2a inh: qHTS Assay for Inhibitors of Ubiquitin-specific Protease USP2a Using CHOP2 as the Reporter; Ubiquitin carboxyl-terminal hydrolase 2 (Homo sapiens), O75604; USP2 core, Ub-CHOP2 coupled fluorogenic reporter, 485/531; Potency, µM (doses to about 38.3 µM), without a hit: top-dose activity change, negative = inhibition, actives largely listed as inhibitors; 330,000 compounds, 0.01% hits; AID 463254, 2010;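 note: potency is the fitted concentration of half-maximal effect; plate controls were DMSO wells for no effect and full inhibition by NEM control for full effect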
Target sequence (O75604 whole entry, looked up): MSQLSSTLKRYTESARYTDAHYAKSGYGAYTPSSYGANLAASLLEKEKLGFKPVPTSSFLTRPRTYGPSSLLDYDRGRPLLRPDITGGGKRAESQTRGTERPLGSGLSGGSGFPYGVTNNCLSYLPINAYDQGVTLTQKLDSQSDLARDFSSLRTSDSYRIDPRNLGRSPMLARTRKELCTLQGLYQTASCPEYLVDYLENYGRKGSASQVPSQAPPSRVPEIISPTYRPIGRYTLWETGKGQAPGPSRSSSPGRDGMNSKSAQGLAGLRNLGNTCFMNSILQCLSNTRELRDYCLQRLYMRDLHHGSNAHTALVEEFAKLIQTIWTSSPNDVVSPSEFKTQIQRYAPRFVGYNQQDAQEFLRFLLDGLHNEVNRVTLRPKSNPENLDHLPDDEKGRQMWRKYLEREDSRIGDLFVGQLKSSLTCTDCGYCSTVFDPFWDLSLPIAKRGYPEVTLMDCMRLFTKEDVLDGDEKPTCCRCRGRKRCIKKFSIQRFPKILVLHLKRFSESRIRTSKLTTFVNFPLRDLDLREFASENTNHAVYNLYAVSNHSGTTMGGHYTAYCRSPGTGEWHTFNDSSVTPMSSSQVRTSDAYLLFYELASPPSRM
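USP2 core (10nM final) preincubated 30min RT with compound in 20mM Tris-HCl pH 8.0, 2mM CaCl2, 2mM beta-mercaptoethanol, 0.05% CHAPS; 25nM Ub-CHOP2 plus 25nM reporter substrate added, fluorescence (Ex485/Em531) read after 60min.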
Eya2 phos inh: qHTS Assay for Inhibitors of the Phosphatase Activity of Eya2; Protein phosphatase EYA2 (Homo sapiens), O00167; recombinant Eya2, OMFP fluorescence dephosphorylation (OMFP is methylfluorescein phosphate); Potency, µM (doses to about 76.9 µM), inactives show at the top dose activity, negative = inhibition, hits mostly inhibitors; 330,000 compounds, 0.006% hits; AID 488837, 2010; note: potency is the fitted concentration of half-maximal effect; % is set by controls: 0 for no effect and ±100 for the full control effect
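Eya2 protein (added as 0.2 uM solution) was preincubated with compound for 10 min at ambient temperature in 50 mM HEPES pH 7.5, 50 mM NaCl, 5 uM MgCl2, 0.05% BSA, 1 mM DTT. OMFP (added at 50 uM) then reacted 10 min; fluorescence read at 485/525 nm.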
AT treatment: qHTS Assay for Identifying a Potential Treatment of Ataxia-Telangiectasia; 320,000 compounds, 0.19% hits; Potency, µM (top dose mostly 57.5 µM), for inactives: top-dose activation, most hits filed as activators; […] A-T fibroblasts, KAP-1 phosphorylation AlphaLISA; neocarzinostatin DNA damage 30 min before lysis; AID 485349, 2010; note: potency is the fitted concentration of half-maximal effect; % of control where 0% means no effect; nearly all actives have a fitted effect of over 45% in size
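hTERT-immortalized A-T patient fibroblasts ([…]), 500 cells/well in OPTI-MEM, 1% FBS, got compounds for 60 min, then NCS for 30 min at 37C. Lysates were then assayed for phospho-KAP-1 by AlphaLISA (anti-pKAP1 donor, anti-KAP1 acceptor beads), 6 hr at 25C.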
Mito fusion act: qHTS Assay for Small Molecule Inhibitors of Mitochondrial Division or Activators of Mitochondrial Fusion | S. cerevisiae fusion-defective mutant growth rescue, CellTiterGlo 48 h | Potency, µM (highest dose often 46.1 µM), for the others: at the top dose growth rescue (activation), hits mostly activators | 320,000 compounds, 0.23% hits | AID 485298, 2010;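 note: potency is the fitted concentration of half-maximal effect; % of control where 0% means no effect; nearly all actives have a fitted effect of over 45% in size; temperature-sensitive fusion mutants such as fzo1-1 at 37 °C on non-fermentable ethanol glycerol medium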
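Growth-rescue viability read-out: after 48 h at the non-permissive 37C in glycerol/ethanol YPEG, yeast mitochondrial fusion mutants are measured by CellTiterGlo luminescence; compounds (23 nl pinned per well) restoring growth score as division inhibitors or fusion activators.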
KCNH2 3.1 block: qHTS for Inhibitors of KCHN2 3.1: Mutant qHTS; Potassium voltage-gated channel subfamily H member 2, brain isoform KCNH2 3.1 (human); U2OS KCNH2 3.1, thallium flux FluxOr; hits give low values; activity change, % (tested at about 1.8 µM); 340,000 compounds, 0.95% hits;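 active = maximum activity change below -70%; inconclusive = maximum activity change from -70% to -50%; inactive = maximum activity change above -50%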;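 note: thallium influx rate constant from kinetic fluorescence after stimulation buffer; % is set by controls: 0 for no effect and ±100 for the full control effect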
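U2OS cells transduced with KCNH2 3.1 mutant virus (1.77 x 10^8 /mL, 4 h), plated overnight at 37 C, loaded 45 min with FluxOr dye plus Red40 quencher. Thallium flux rate constant from kinetic reads after stimulation buffer, normalised to controls.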
TRPV1 ag: HTS Assay for Compounds that Act as Agonists of the Vanilloid Receptor 1. Transient receptor potential cation channel subfamily V member 1 (Homo sapiens), Q8NER1. 320,000 compounds, 0.19% hits. activation, % at 8.33 µM. TRPV1-expressing cells, Fluo-8 calcium influx, agonist mode; in the data active = activation above about 80%; inconclusive = between about 30% and that limit; note: 0% is about no effect
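Fluo-8 calcium influx in TRPV1-expressing cells, kinetic read (ex 480/em 520 nm). Compound added and read 3 min for agonist activity, followed by capsaicin at EC20 final and 2 min further read for enhancement.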
TSHR antag: Antagonists of the Thyroid Stimulating Hormone Receptor: HTS campaign | Thyrotropin receptor (Homo sapiens), P16473 | TSHR-expressing cells, TSH-stimulated cAMP HTRF, 2 h; hits give low values | activity change, negative = inhibition, % at 11.5 µM | 330,000 compounds, 0.2% hits;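 active = activity change below a set negative limit, meaning inhibition stronger than a set level, cut at about -70% in these data; inconclusive = activity change between two set negative limits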; note: % is set by controls: 0 for no effect and ±100 for the full control effect
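Read-out is FRET at 665 nm (cryptate excitation 337 nm) from a cryptate-tagged anti-cAMP antibody, competed by cell cAMP against cAMP-d2. Compounds are tested on freshly harvested TSHR cells challenged with 4nM TSH (EC80) for 2 hours at 37 deg C.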
ELG1 repair inh: qHTS screen for small molecules that inhibit ELG1-dependent DNA repair in human embryonic kidney (HEK293T) cells expressing luciferase-tagged ELG1 | 330,000 compounds, 2.3% hits | AID 504467, 2011 | Potency, µM (titrated, usually from 46.1 µM), inactives show top-dose activity change, negative = inhibition, most hits filed as inhibitors | HEK293T ELG1-luciferase reporter, luminescence, 16 h; DNA damage induced by 5-fluorouridine; note: potency is the fitted concentration of half-maximal effect; % is set by controls: 0 for no effect and ±100 for the full control effect; nearly all actives have a fitted effect of over 55% in size
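Luminescence from the luciferase reporter, measured 30 min after ONE-Glo reagent at room temperature, was the read-out. Beforehand, 2,000 cells per well were exposed for 16 hr at 37 °C to 5-fluorouridine together with compound or vehicle.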
TCR act: Activators of T cell receptors: qHTS campaign. AID 504894, 2011. 330,000 tested, under 10 active. Potency, µM (top dose mostly 9.22 µM), without a hit: top-dose activation of IL-2 secretion, actives largely listed as activators. primary human leukocytes, anti-CD3, IL-2 HTRF, 48 h; note: % of control where 0% means no effect
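Compounds are tested in HTS on primary human leukocytes co-incubated with a-CD3 beads for 48 hr. IL-2 output is measured by time-resolved FRET.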
KCNH2 WT inh: qHTS for Inhibitors of KCHN2 3.1: Wildtype qHTS; Voltage-gated inwardly rectifying potassium channel KCNH2 (Homo sapiens), Q12809; U2OS, BacMam KCNH2, thallium flux FluxOr; hits give low values; activity change, % at 1.84 µM; 340,000 compounds, 0.37% hits;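 active = maximum activity change below -70%; inconclusive = maximum activity change between -70% and -50%; inactive = maximum activity change above -50%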; note: % is set by controls: 0 for no effect and ±100 for the full control effect
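U2OS cells were transduced with wild-type KCNH2 virus (2.03 x 10^8 / mL) for 4 h at room temperature, then cultured overnight at 37 C. Thallium flux was read with FluxOr dye. Rate constants were normalized to DMSO controls.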
* hit, by the source's call; ? = inconclusive; · = not tested or not shown; & = joins results of further samples; [ ] = remark or other dose. Unless noted, calls come from the whole dose curve; as a rule, active = well fitted curve in the direction sought with a large enough effect; inconclusive = small, poorly fitted or top-dose-only effect, or another doubt; inactive = no such curve, though single readings can be large; an effect the other way counts as inactive or inconclusive. Not all compounds are listed; rates above refer to the full screens.

SMILES	USP2a inh	Eya2 phos inh	AT treatment	Mito fusion act	KCNH2 3.1 block	TRPV1 ag	TSHR antag	ELG1 repair inh	TCR act	KCNH2 WT inh
Cc1nc2nc(SCC(=O)c3cccc([N+](=O)[O-])c3)[nH]c2cc1Br	-4.3%	-14.4%	-2.2%	4.7%	-4.3	-10.1	-4.3	?	8.2%[46.1 µM]	-0.6
C/C(CCC1CC(C)(C)OC1=O)=N\NC(N)=S (centres undefined)	2.0%	5.3%	-5.4%	-4.1%	1.7	-1.6	-0.5	0.0%	-9.2%	0.6
CCOCCCNS(=O)(=O)c1ccc(NC(=O)c2ccccc2)cc1	-0.8%	-4.0%	-0.6%	2.1%	5.9	1.8	35.8	?	·	18.4
Cc1ccccc1N(CC(=O)NCCSC1CCCCC1)S(=O)(=O)c1ccccc1	-1.7%	-4.5%	8.0%	-13.9%	-1.5	13.6	6.3	-29.3%	4.8%	-1.9
CCOC(=O)N1CCN(CC(O)c2ccccc2)CC1 (centres undefined)	0.2%	-1.5%	8.8%	-3.0%	-7.6	0.3	14.7	7.8%	0.8%	-6.8
CCOC(=O)n1c(=O)n(Cc2cccc(F)c2)c2ccccc21	0.8%	-5.6%	4.8%	-2.7%	-1.1	25.5	-2.6	3.7%	-0.8%	-5.6
O=[N+]([O-])c1ccc(NC(=S)NCCc2ccccc2)cc1	-1.8%	-6.2%	4.0%	-9.5%	4.4	?	?	?	1.5%[46.1 µM]	7.4
C/C(=N\NC(=S)NC(C)C)c1cccc([N+](=O)[O-])c1	1.7%	2.5%	-3.5%	-7.1%	2.7	9.0	-0.6	-10.4%	-3.3%[46.1 µM]	2.0
CC(=O)Nc1cccc(NC(=S)Nc2cccc(Cl)c2Cl)c1	-1.6%	-8.2%	3.6%	-1.1%	8.3	-0.9	1.1	1.2%	5.5%	-4.1
N#CC1=C(N)C2=CCCC[C@H]2[C@H](c2cccc(F)c2)C1(C#N)C#N	1.7%	10.7%	3.3%	?	3.5	2.8	-13.8	-1.6%	-3.9%[46.1 µM]	24.1
CCCn1c(=N)c(C(=O)NCC2CCCO2)cc2c(=O)n3cccc(C)c3nc21 (centres undefined)	3.1%	7.7%	4.2%	1.7%	-16.0	4.2	5.0	-3.0%	1.1%	-6.8
Cn1ncc(Cl)c1C(=O)Nc1sc2c(c1C(N)=O)CCC2	-1.3%	1.2%	1.2%	6.4%	0.8	-0.5	-3.7	?	-2.0%[46.1 µM]	4.8
COC(=O)c1c(C)[nH]c(C(=O)C(C)OC(=O)c2cc(C)oc2C)c1C (centres undefined)	-1.2%	4.9%	7.1%	?	-14.5	7.4	-11.4	-6.8%	3.5%	-5.3
CC[N+](CC)(CC)CCOc1cccc(OCC[N+](CC)(CC)CC)c1OCC[N+](CC)(CC)CC	2.3%	-2.2%&-21.1%	-0.1%	23.1%&12.5%	-29.6	-1.6	-14.2&0.5	4.3%	5.3%	-4.8
CC(=O)c1ccc(NC(=O)CCc2nnc3ccc(N4CCCC4)nn23)cc1	1.5%	-0.5%	4.2%	0.6%	3.2	0.6	1.6	?	-4.4%	-4.7
COc1ccc2c(CC(=O)O)cc(=O)oc2c1	-0.8%	-3.3%	1.5%	-0.9%	-14.2	-0.8	7.3	15.5%	-1.5%	-1.3
Cc1cc(C)n(-c2nc3ccccc3c(=O)n2OCC(N)=O)n1	0.2%	7.7%	-8.6%	-0.8%	0.7	3.9	35.7	13.5%	3.4%	-6.1
COc1ccc(NC(=S)N2CCN(S(=O)(=O)c3ccccc3)CC2)cc1	-1.1%	7.0%	2.0%	-0.1%	3.4	14.3	-6.4	-0.8%	-2.8%	19.6
CCOC(=O)C1CCc2sc(N)c(C#N)c21 (centres undefined)	1.3%	-7.8%	6.8%	10.2%	-2.3	·	8.4	0.5%	1.3%	8.4
COc1ccc(C(=O)n2nc(-c3ccco3)nc2N)cc1OC	5.2%	7.8%	-2.1%	-1.7%	-3.9	-8.0	-5.4	12.0%	1.0%	-4.1
CS(=O)(=O)N(CC(=O)NCCSCc1ccccc1)c1ccccc1	-1.0%	-3.3%	-1.1%[11.5 µM]	-4.4%	-1.1	0.5	1.1	-3.7%	5.7%	14.4
O=C(CN1CCN(c2ccc(O)cc2)CC1)Nc1cc(S(=O)(=O)N2CCOCC2)ccc1Cl	3.3%	-0.8%	3.4%	-0.7%	0.1	4.8	-0.9	?	1.6%[46.1 µM]	-0.5
COc1cc(OC)cc(-c2c(-c3ccc(C(C)=O)cc3)c3cc(-c4cccc5[nH]ccc45)ccc3n2C)c1	2.5%	-4.4%	6.0%	·	0.4	·	12.1	9.8%	-3.3%	0.8
NC(=O)C[C@@H]1NC(=O)c2cc([N+](=O)[O-])cc(F)c2NCCCC[C@@H](C(N)=O)NC(=O)[C@H](CO)NC1=O	1.6%	2.9%	·	-1.9%	·	0.5	24.2	10.8%	·	·
Cc1cc(C)c(/C=N/NC(=O)c2nnn(-c3nonc3N)c2COc2ccc(F)cc2)c(C)c1	-3.5%	?	8.9%	-0.3%	-10.2	8.5	-4.3	?	-2.2%	-6.4
CCn1cc(C(=O)NCc2cccc(C(F)(F)F)c2)c(=O)c2ccc(C)nc21	4.0%	-15.3%	-2.5%	-0.9%	0.6	4.0	10.1	-5.9%	3.6%	16.1
O=C(Nc1cccc(Cl)c1)c1ccc(=O)[nH]n1	-6.2%	-10.9%	-12.3%	5.4%	1.1	?	11.3	29.8%	-5.7%	2.6
COC(=O)c1ccccc1NCc1cc(=O)oc2cc(O)c(O)cc12	3.3%	0.9%	-7.0%	4.1%	-0.6	0.7	-8.3	-23.6%	2.3%	0.0
CCN1C(=O)/C(=C2\SC(N3CCCCC3)=NC2=O)c2ccccc21	-1.4%	9.0%	-10.9%	6.1%	5.8	·	10.7	?	1.3%	-28.6
Cc1cc(C)cc(NC(=O)CSc2nncn2-c2ccccn2)c1	1.3%	-4.9%	1.2%	3.6%	-8.8	3.2	2.7	10.4%	-3.2%	-3.4
CC(C)CCn1cnc2c(c1=O)c1nc3ccccc3nc1n2Cc1ccc2c(c1)OCO2	-0.5%	-1.6%	·	-1.5%	-16.4	-6.3	-7.1	?	-56.3%	-2.7
COc1ccc(CCNS(=O)(=O)CCNC(=O)c2ccc(OC)cc2)cc1	1.7%	-24.3%	20.1%	-5.4%	2.1	2.9	7.3	-4.3%	-0.4%	2.2
Cc1ccc(C(=O)Nc2ccc3c(c2)CCC3)cc1S(=O)(=O)N1CCOCC1	1.6%	-4.4%	3.8%	-4.5%	·	?	-15.9	?	-1.2%	-11.6
COc1cccc([C@H](O)Cn2cc(-c3ccc(CON=C(C)C)cc3)nn2)c1	2.8%	-2.5%	-1.7%	-8.2%	·	6.7	13.5	-4.9%	·	·
COc1cc(C(=O)NC2=C(C#N)CCC2)cc(OC)c1OC	9.6%	-22.2%	-2.6%	4.8%	1.2	-1.3	-3.7	?	1.9%	10.5
Nc1cc(=O)[nH]c(SCC(=O)Nc2cc(Cl)ccc2Cl)n1	-1.9%	-4.6%	-17.5%	-0.5%	21.1	8.7	7.5	15.2%	5.7%	-3.6
Cc1cccc(NS(=O)(=O)c2ccccc2)n1	-1.0%	-4.8%	-3.5%	-4.3%	9.0	3.9	5.3	7.9%	2.2%	16.6
CN(c1ccccc1)S(=O)(=O)c1ccc(NC(=O)c2ccccc2)cc1	1.9%	-14.6%	-0.6%	22.4µM*	-4.3	?	-12.7	?	1.6%[46.1 µM]	0.4
COc1ccc(/C=N/S(=O)(=O)c2ccc(C)cc2)cc1	3.0%	15.7%	-5.0%	-2.5%	-16.9	-1.1	28.2	3.4%	-4.8%	18.0
CSc1nsc(SC)c1CO	1.7%	18.0%	0.3%	-0.7%	-1.3	2.4	-4.1	7.5%	-5.2%	2.7
